# Screens from PubChem BioAssay.
# hcDAF12 agonist – H. contortus DAF-12 nuclear receptor activators, primary screen, cell-based, luminescence, HEK293, lit1-tk-luc reporter. 370,000 compounds, 1.4% hits. activation, % at 6.8 µM. AID 652067, 2013. HEK293 hcDAF-12 lit1-tk-luc reporter; 0% DMSO, 100% Δ7-dafachronic acid;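 active means activation above the mean of all tested compounds plus 3 SD, cut at about 5.5% in these data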;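 further: 100% = response to 3 µM Δ7-dafachronic acid high control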
# FXN GAA850 act – FXN promoter activators, primary screen, cell-based, luciferase luminescence, HEK293 lucGAA850 | HEK293 lucGAA850 FXN promoter luciferase reporter, 24 h; percent of 10 µM SAHA response | activation, % at 6 µM | 360,000 compounds, 0.56% hits | AID 540364, 2011;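 active means activation above the average of all compounds screened plus 3 SD, cutoff fixed separately per campaign, cut at about 7.5% in these data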;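 further: 0% = DMSO wells and 100% = 10 µM SAHA wells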
# PLCg1 inh – PLC-gamma1 enzyme inhibitors, primary screen, biochemical, fluorescence, purified enzyme; 1-phosphatidylinositol 4,5-bisphosphate phosphodiesterase gamma-1 (Homo sapiens), P19174; fluorogenic substrate; inhibition, % at 12.2 µM; 370,000 compounds, 0.84% hits; AID 720700, 2013; in the data active means inhibition above about 9.5%
# ADAM17 inh – ADAM17 inhibitors, primary screen, biochemical, QFRET. Disintegrin and metalloproteinase domain-containing protein 17 (Homo sapiens), P78536. recombinant ADAM17, EDANS/DABCYL FRET peptide cleavage. inhibition, % at 6.95 µM. 370,000 compounds, 0.83% hits. AID 720648, 2013;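 active means inhibition above the mean of compounds lying between control limits plus 3 SD, set per campaign, cut at about 8.5% in these data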;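 further: 0% = DMSO-only wells as the low control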
# Target sequence (P78536 215-824 limits assumed): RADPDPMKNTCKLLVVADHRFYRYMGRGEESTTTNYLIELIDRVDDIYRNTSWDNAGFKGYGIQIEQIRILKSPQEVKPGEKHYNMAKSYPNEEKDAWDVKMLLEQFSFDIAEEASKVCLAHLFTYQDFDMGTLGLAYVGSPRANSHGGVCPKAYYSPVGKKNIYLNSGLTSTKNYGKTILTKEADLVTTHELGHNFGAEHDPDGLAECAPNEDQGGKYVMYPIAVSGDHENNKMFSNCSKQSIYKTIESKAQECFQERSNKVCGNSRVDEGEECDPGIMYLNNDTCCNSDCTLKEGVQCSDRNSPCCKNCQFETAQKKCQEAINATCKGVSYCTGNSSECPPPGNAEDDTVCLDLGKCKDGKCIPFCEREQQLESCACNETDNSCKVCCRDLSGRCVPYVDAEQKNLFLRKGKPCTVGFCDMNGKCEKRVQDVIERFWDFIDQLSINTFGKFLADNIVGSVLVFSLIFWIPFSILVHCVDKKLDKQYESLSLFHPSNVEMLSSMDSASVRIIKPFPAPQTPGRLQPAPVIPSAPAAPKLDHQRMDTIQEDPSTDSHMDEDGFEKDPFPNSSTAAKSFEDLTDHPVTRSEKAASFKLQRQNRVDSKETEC
# ADAM10 inh – human ADAM10 inhibitors, primary screen, biochemical, QFRET, HTS; Disintegrin and metalloproteinase domain-containing protein 10 (Homo sapiens), O14672; recombinant ADAM10, EDANS/DABCYL FRET peptide cleavage, 3 h; inhibition, % at 7 µM; 370,000 compounds, 0.62% hits; AID 720582, 2013;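 active means inhibition above a per-campaign cutoff equal to the mean of compounds falling between control-based bounds plus 3 SD, cut at about 20% in these data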;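 further: 0% = DMSO wells while the 100% control is not disclosed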
# PLCb3 inh – human PLC-beta3 inhibitors, primary screen, biochemical, fluorescence; 370,000 compounds, 0.18% hits; inhibition, % at 12.2 µM; AID 720704, 2013; Purified PLC-beta3, fluorogenic substrate; 1-phosphatidylinositol 4,5-bisphosphate phosphodiesterase beta-3 (Homo sapiens), Q01970; in the data active means inhibition above about 11%;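 further: 0% = median of compound wells on plate and 100% = full blocker control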
# DAX1 inh-1 – DAX1 (NR0B1) inhibitors on StAR promoter, primary screen, cell-based, luminescence, SF-1 (NR5A1), full-length DAX-1; HEK293T StAR-luciferase reporter, SF-1/DAX-1 repression relief; inhibition, % at 6.8 µM; 370,000 compounds, 1.1% hits; AID 652010, 2013;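 active means inhibition above the mean over all tested compounds plus 3 SD, cut at about 3.6% in these data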;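 further: 0% = DAX-1 cells with DMSO and 100% = cells lacking DAX-1 with DMSO; higher inhibition means more luminescence from relief of DAX-1 repression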
# hgDAF-12 ag – H. glycines DAF-12 receptor agonists, primary screen, cell-based, luminescence, HEK293, GAL4 fusion, UAS-luciferase | HEK293 GAL4-hgDAF12 UAS-luciferase reporter, agonist luminescence; normalized to butyrate control | activation, % at 6.8 µM | 370,000 compounds, 1.8% hits | AID 687014, 2013;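 active means activation above a cutoff set at the mean of all screened compounds plus 3 SD, cut at about 10% in these data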;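 further: 0% = DMSO wells and 100% = sodium butyrate wells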
# sPLA2-III inh – human group III sPLA2 inhibitors, primary screen, biochemical, QFRET, BODIPY PC-A2 liposome substrate; Group 3 secretory phospholipase A2 (Homo sapiens), Q9NZ20; inhibition, % at 12.2 µM; 370,000 compounds, 0.56% hits; QFRET BODIPY PC-A2 liposome hydrolysis, fluorescence; AID 743126, 2013;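 active means inhibition above mean plus 3 SD of compounds lying within the high and low control bounds, cut at about 19% in these data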;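 further: 0% = median of test compound wells and 100% = no enzyme DMSO wells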
# Target sequence (Q9NZ20 whole entry, looked up): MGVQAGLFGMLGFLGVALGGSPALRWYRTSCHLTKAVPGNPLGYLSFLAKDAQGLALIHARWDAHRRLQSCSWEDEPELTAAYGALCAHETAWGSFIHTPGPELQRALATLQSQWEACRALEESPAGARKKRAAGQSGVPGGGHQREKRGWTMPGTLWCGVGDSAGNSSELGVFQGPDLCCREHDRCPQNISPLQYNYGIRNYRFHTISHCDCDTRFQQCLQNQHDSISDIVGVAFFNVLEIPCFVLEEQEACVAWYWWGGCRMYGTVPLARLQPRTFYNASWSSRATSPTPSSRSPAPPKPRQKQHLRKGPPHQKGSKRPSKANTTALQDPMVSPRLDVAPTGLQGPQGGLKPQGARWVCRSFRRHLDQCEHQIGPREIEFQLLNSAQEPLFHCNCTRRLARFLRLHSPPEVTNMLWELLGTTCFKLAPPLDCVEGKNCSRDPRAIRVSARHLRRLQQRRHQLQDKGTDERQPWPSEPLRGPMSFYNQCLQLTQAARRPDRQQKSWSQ
# DAX1 inh-2 – DAX1 (NR0B1) inhibitors, primary screen, cell-based, HEK293, Gal4-DAX1, luciferase luminescence. Nuclear receptor subfamily 0 group B member 1 (Homo sapiens), P51843. HEK293 Gal4-DAX1 luciferase reporter. inhibition, % at 6.75 µM. 340,000 compounds, 0.99% hits. AID 504766, 2011;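 active means inhibition above the mean over all tested compounds plus 3 SD, cut at about 4.2% in these data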;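 further: 0% = DAX1-transfected cells with DMSO and 100% = empty-vector control cells with DMSO; inhibition shows as a rise in luminescence from relieved DAX1 repression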
# ssDAF12 agonist – S. stercoralis DAF-12 nuclear receptor activators, primary screen, cell-based, luminescence, HEK293, GRIP1 co-expression, lit1-tk-luc; Nuclear hormone receptor DAF-12 (Strongyloides stercoralis); HEK293 ssDAF-12/GRIP1 lit1-tk-luc reporter; % of 3 µM dafachronic acid response; activation, % at 6.8 µM; 370,000 compounds, 1% hits; AID 652126, 2013;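 active means activation above the mean over all tested compounds plus 3 SD, cut at about 0.9% in these data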;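 further: 0% = DMSO-only wells and 100% = 3 µM delta7-dafachronic acid wells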
# * hit, by the source's call; . = no result given.
SMILES,hcDAF12 agonist,FXN GAA850 act,PLCg1 inh,ADAM17 inh,ADAM10 inh,PLCb3 inh,DAX1 inh-1,hgDAF-12 ag,sPLA2-III inh,DAX1 inh-2,ssDAF12 agonist
O=C(CN1C(=O)NC2(CCCCCCC2)C1=O)N1CCc2ccccc2C1,-0.2,2.1,6,1,2,3,0.6,-1.7,-4,-0.3,-0.6
Cc1cc(Br)cc2c(C(=O)Nc3c(C)n(C)n(-c4ccccc4)c3=O)cc(-c3cccs3)nc12,4.4,-3.2,0,-5,-2,-4,-0.3,-1.5,3,-0.6,-1.7
CNC(=S)NCCc1c[nH]c2ccc(OC)cc12,0.1,2.8,2,-2,3,-5,-0.5,2.3,12,-1.0,-0.9
Cc1ncc(CO)c(/C=N/NC(=S)Nc2ccc(C(C)C)cc2)c1O,1.0,-1.4,-131,-112,-308,-184,-0.7,-0.7,-19,1.2,-1.2
O=C(N/C=C\n1cnc2cc(C(F)(F)F)ccc21)c1ccc([N+](=O)[O-])cc1,0.3,-0.7,2,0,2,-4,0.0,-0.3,-9,-0.4,-1.6
COCCNC(=O)c1cn(CCOC)c(=O)c2c1c1ccccc1n2C,1.4,-0.2,-30,-116,-285,-41,-0.4,-1.4,-4,-1.2,-0.4
Cc1ccn2cc(CSc3ccccc3)nc2c1,6.6*,1.0,-1,-7,-8,-6,2.5,12*,0,1.8,-0.2
Cc1nc(S/C(C(=O)O)=C2/C(=O)Nc3ccccc32)n[nH]1,2.1,3.3,2,1,10,-2,-0.2,0.5,9,1.8,0.4
CC1CCN(C(=O)c2scc3c2OCCO3)CC1,-2.0,-2.7,6,1,-1,7,-1.0,6.6,9,1.6,-1.2
COc1cc(C(=O)NCCC(=O)NCCc2ccc(Cl)cc2)cc(OC)c1OC,-1.1,0.9,-2,-3,-3,3,0.2,-0.9,5,0.6,-1.4
O=C(CN1CCN(Cc2ccc(Cl)cc2)CC1)N/N=C/c1ccccc1F,-0.7,0.2,1,1,3,-8,0.0,-1.2,-4,1.8,-0.7
COc1ccc(CNC(=O)CN2C(=O)c3ccccc3S2(=O)=O)cc1,-1.6,0.5,2,0,7,-6,-1.8,0.2,2,-0.6,-0.7
CCN(CC)C(=O)[C@H]1C[C@H](CC(=O)NCCN2CCOCC2)C(=O)N2CCc3c([nH]c4cc(CCC(=O)N(C)C)ccc34)[C@]12C,-0.2,1.0,-3,2,3,0,0.2,-0.6,-6,-0.1,-1.3
S=C1NC(c2ccccc2)=NCN1c1ccc(Cl)cc1,3.4,3.5,4,0,0,1,1.2,7.6,0,1.4,-0.7
COc1ccccc1NC(=O)CSc1nnnn1-c1ccccc1OC,-2.4,-1.7,0,-2,1,-6,0.1,-3.0,1,3.4,-1.3
NS(=O)(=O)c1cccc(NC(=O)COC(=O)/C(=C/c2cccs2)c2cccs2)c1,-0.1,-0.9,2,6,4,1,-0.3,-1.7,-7,-2.0,-1.4
Cc1cccc(/C=C2/Sc3ccc(C(=O)N4CCOCC4)cc3NC2=O)c1,-0.3,-3.0,-4,0,-6,-12,0.5,-0.3,-5,-0.6,-1.4
COc1cc(NS(=O)(=O)c2ccc(NC(C)=O)cc2)cc(OC)c1,-3.5,-3.0,0,-2,-1,-1,-1.4,-4.7,-4,-2.5,-1.7
O=C(CNC(=O)c1ccc(Cl)cc1)Nc1ccc(S(=O)(=O)Nc2ncccn2)cc1,0.5,-0.4,0,-3,-2,-10,-0.3,-2.1,2,0.2,-1.3
CCN(CC)C(=O)Cn1ncc2c1-c1ccccc1OC2,2.1,0.2,-1,-1,-7,1,0.7,-2.1,10,1.0,-1.0
N#CCCN(C(=O)COC(=O)c1ccc(Cl)nc1)c1ccc2c(c1)OCCO2,-0.4,-1.5,-2,-6,-11,0,0.6,-0.6,3,0.7,-1.4
CCc1ccccc1NC(=O)c1onc(C)c1Cl,9.4*,1.0,3,1,3,0,1.2,1.7,-4,-0.4,0.2
CN(C)S(=O)(=O)Oc1ccc(Cl)cc1C(=O)Nc1ccc(F)cc1F,-2.1,3.4,0,-3,-4,1,-0.5,-1.6,6,0.0,-1.5
CCOCCCNC(=O)C(c1ccccc1)N(Cc1ccc2c(c1)OCO2)C(=O)CNC(C)=O (stereo not given),-0.9,1.3,4,6,8,6,0.4,-0.9,12,0.6,-1.1
CCN1CCN(Cc2c(C)[nH]c3ccc(C(=O)OC)cc3c2=O)CC1,0.6,-0.6,-12,-8,-24,-18,0.3,-1.0,3,0.2,-1.0

# Other entries:
SMILES,hcDAF12 agonist,FXN GAA850 act,PLCg1 inh,ADAM17 inh,ADAM10 inh,PLCb3 inh,DAX1 inh-1,hgDAF-12 ag,sPLA2-III inh,DAX1 inh-2,ssDAF12 agonist
Cc1ccc(F)cc1NC(=O)N1CCCN(C(=O)OC(C)(C)C)CC1,0.0,-0.5,-1,-2,4,-1,-0.6,0.3,0,1.7,-0.8
COc1ccc(C2/C(=C(/O)c3ccc(OC(C)C)cc3)C(=O)C(=O)N2CCCN2CCOCC2)cc1 (stereo not given),2.0,0.5,-1,6,5,1,0.1,2.5,-6,0.1,-0.9
COc1ccc(Cl)cc1NC(=O)C1CCCN(S(=O)(=O)c2cccc3nonc23)C1 (stereo not given),0.2,3.4,5,0,-4,1,-0.3,3.7,2,0.2,-0.7
CSc1nc(=O)n(-c2ccccc2)c(C)c1C(C)=O,0.3,2.0,-3,-2,-10,0,0.3,2.8,2,3.6,-1.0
Cc1ccc(NC(=O)Nc2ncccc2C)cc1,4.8,5.9,2,-3,3,3,1.6,6.7,3,2.2,0.9
Cc1ccc(O)c(CO)n1,-1.0,2.8,-10,-32,-110,-16,0.6,1.8,16,2.0,-1.1
CN(C)c1ccc(/C=N\NC(=O)c2csnn2)cc1,6.5*,2.2,3,0,9,4,5.0*,17*,-16,0.5,1.3*
C[C@@H]1C=C(C(=O)NCc2nc3ccccc3[nH]2)O[C@H](OCc2ccc(CO)cc2)C1,1.3,0.3,-4,-1,-10,-5,-0.3,1.7,-5,0.1,-1.1
CNC(=S)NNC(=O)c1noc(C)c1C(=O)N1CCN(C(c2ccccc2)c2ccccc2)CC1,-0.6,2.6,7,6,32*,10,0.4,-3.2,8,0.0,-1.6
CC1CCCC(C)N1C(=O)c1cc(-c2ccc(Cl)c(Cl)c2)on1 (stereo not given),-1.6,7.3,1,-3,-7,1,1.1,2.8,3,-0.1,-1.1
O=C(COc1ccccc1)N1N=C(c2cccnc2)CC1(O)C(F)(F)F (stereo not given),-0.9,2.0,0,-2,2,0,0.3,-0.5,2,-0.3,-1.7
O=C(NCc1cccs1)[C@@H]1CSC2c3ccccc3C(=O)N21 (stereo not given in full),-1.8,-0.1,6,3,17,1,0.7,-0.4,-4,-0.4,-0.9
CC1(C)c2[nH]c3ccccc3c2C[C@H]2C(=O)N(Cc3ccc(F)cc3)C(=O)N21,-2.0,-1.3,-8,6,15,-18,-0.6,-1.6,-29,0.1,-1.8
CCOc1ccc(C(=O)Nc2ccccc2C#N)cc1[N+](=O)[O-],-3.9,-2.2,4,2,2,1,-0.4,-0.8,0,0.0,-1.4
Cc1ccc(S(=O)(=O)NCc2csc(C)n2)cc1,-0.3,1.5,-3,-5,-4,-7,0.0,1.6,11,1.2,-0.5
COc1cc(/C=C/C(=O)OC(C)C(=O)Nc2c(C)n(C)n(-c3ccccc3)c2=O)ccc1OCC#N (stereo not given),0.0,2.0,-37,-32,-85,-47,-0.2,0.8,-1,-0.3,-1.4
O[C@H]1CN(CC2CCCCC2)[C@@H](c2ccc(Cl)cc2)C[C@@H]1n1cc(C2CC2)nn1,-0.8,-2.4,-1,-3,-3,0,-0.6,-1.6,-7,-1.2,-0.1
Cn1c(=O)n(C)c2cc(S(=O)(=O)N3CCCc4ccccc43)ccc21,-1.2,7.6*,-2,-4,-3,1,-0.7,-3.2,-6,0.4,-1.2
COC(=O)C1=C(C)n2nnnc2NC1c1cc2ccccc2o1 (stereo not given),-1.6,-0.4,-7,-2,0,-5,-1.0,-1.2,-7,2.2,-1.3
COc1cccc(NC(=O)CN(C)C(=O)c2ccc(OCc3ccccc3)c(OC)c2)c1,-1.8,1.5,5,-6,3,-5,0.7,-0.4,-9,-0.7,-1.2
CC(C)C[C@H]1CN([C@@H](CC(C)C)CN2CCC[C@H]2CN2C(=O)C(=O)NC[C@@H]2Cc2ccc(O)cc2)C(=O)C(=O)N1CC1CCCCC1,-1.7,.,-3,-2,-2,1,0.0,3.2,-10,.,-1.4
Fc1cccc2ncnc(OCc3ccccc3)c12,2.2,3.8,-2,-2,-3,0,0.0,-5.2,-2,-2.5,-1.4
COc1ccc(CCNCc2ccc(OCC(=O)N3CCCCC3)c(OC)c2)cc1OC,-0.5,0.2,1,-7,-4,1,-0.2,-2.2,4,-1.6,-1.2
O=C(CN1CCCc2ccccc21)NCc1ccccc1Cl,4.4,3.2,-5,2,2,-4,-0.1,0.1,-3,-0.6,0.1
CCCc1nc(SCC(=O)c2ccc(OC)cc2)c2ccccc2n1,-3.6,-2.3,-5,1,4,-6,-1.9,-2.2,-27,-1.1,-1.1
O=C(Cc1ccc2c(c1)CCCC2)Nc1ccccc1Br,-0.7,2.5,2,-4,-1,-1,-0.1,2.9,13,0.3,-1.5
O=C(OCN1C(=O)c2ccccc2C1=O)/C(=C\c1ccco1)NC(=O)c1ccccc1,0.3,3.8,-2,-4,-8,-8,-1.0,-0.1,2,0.3,-0.9
CC(=O)Nc1ccc(S(=O)(=O)Nc2ccc(C)c([N+](=O)[O-])c2)cc1,-2.3,0.2,-1,-5,-7,-8,-2.1,-2.5,0,0.4,-2.1
CN(CC1CCCN(CCc2cccc(C(F)(F)F)c2)C1)C(=O)c1ccc2nc[nH]c2c1 (stereo not given),-1.6,0.9,-2,-2,-4,-12,-0.6,-3.0,-17,0.4,-0.4
